# Screening results deposited in PubChem by National Center for Advancing Translational Sciences (NCATS).
# ATXN2 expr inh: reduces ATXN2 reporter expression in HEK-293 cells | HEK-293 ATXN2-luciferase reporter, luminescence, 24 h | Potency, µM (highest dose often 57 µM), without a hit: at the highest dose activity change, negative = inhibition, usual class: inhibitors | 360,000 tested, 0.72% active; also: potency is read from the fitted curve at half-maximal effect; % is scaled to controls: 0 for no effect and ±100 for the full control effect; nearly all actives have a fitted effect of over 55% in size
#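 ATXN2-luciferase reporter cells (luciferase flanked by upstream and downstream ATXN2 gene portions) were treated 24 h at 37 °C with compounds at up to 57 uM. SteadyGlo luminescence gave expression; GF-AFC fluorescence gave viability.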
# SW480 rereplic: inducers of DNA re-replication in SW480 colon cancer cells; 340,000 tested, 1.8% active; AID 624297; Potency, µM (highest dose often 46.1 µM), for the others: at the highest dose re-replication activation, actives largely listed as activators; SW480 DNA re-replication, Hoechst DNA content imaging, 48 h; also: potency is read from the fitted curve at half-maximal effect; % of control where 0% means no effect; nearly all actives have a fitted effect of over 55% in size
#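 Image-based DNA-content assay: after two days of treatment, nuclei were labelled with the DNA dye Hoechst and imaged, and hits were compounds raising the count of nuclei showing high fluorescence intensity.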
# S2 tox: cell viability loss in ATXN counter-screen; S2 cells (HEK-293 line with an ATXN2-luciferase reporter) viability, CellTiter-Fluor protease fluorescence, 24 h; 400,000 tested, 0.49% active; Potency, µM (titrated, usually from 56.7 µM), actives largely listed as cytotoxic; also: potency is read from the fitted curve at half-maximal effect; nearly all actives have a fitted effect of over 40% in size
# KB-V1 cytotox: KB-V1 MDR subline cytotoxicity | KB-V1 MDR cells viability, CellTiter-Glo, 72 h | 400,000 tested, 3.4% active | Potency, µM (series often up to 46.1 µM), without a hit: at the top dose activity change, negative = cytotoxicity, actives largely listed as cytotoxic; also: potency is read from the fitted curve at half-maximal effect; % is scaled to controls: 0 for no effect and ±100 for the full control effect; nearly all actives have a fitted effect of over 60% in size
#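 KB-V1, DMEM (no phenol red) + 10% FBS; cpd pin-transferred, titration series; 72 h, 37 degrees C; CellTiter-Glo, luminescence. Data normalized, curve-fit.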
# KB-3-1 tox: KB-3-1 parental cell cytotoxicity; KB-3-1 viability, CellTiter-Glo ATP luminescence, 72 h; AID 1347075; Potency, µM (highest dose often 46.1 µM), for the others: at the highest dose activity change, negative = cytotoxic, usual class: cytotoxic; 400,000 tested, 1.4% active; also: potency is read from the fitted curve at half-maximal effect; % is scaled to controls: 0 for no effect and ±100 for the full control effect; nearly all actives have a fitted effect of over 60% in size
#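 Cytotoxicity in the drug-sensitive parental line KB-3-1 was scored as loss of CellTiter-Glo luminescence following 72 h incubation with compound. Values come from curve fitting of normalized concentration-response data.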
# IL-1B inflam inh: inhibitors of inflammasome signaling (IL-1 beta secretion); THP-1 LPS/ATP IL-1B secretion, AlphaLISA, 16 h; hits give low values; activity change, % at 57.5 µM; 360,000 tested, 4.7% active; in the data active = activity change below about -50%; inconclusive = mostly about -30% to -49%; also: % is scaled to controls: 0 for no effect and ±100 for the full control effect
#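 THP-1 cells pretreated 1 hr with compounds (up to 57.5 uM final), then stimulated with LPS (250 ng/mL final) plus ATP (1.25 mM final); secreted IL-1B measured by AlphaLISA after 16 hr, decreased signal indicating inhibition.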
# HT1080 IDH1KD tx: kills HT-1080 cells with IDH1 knockdown | Potency, µM (doses to about 46.1 µM), without a hit: top-dose activity, negative = toxicity, actives largely listed as cytotoxic | 360,000 tested, 2% active | HT-1080 IDH1 knockdown viability, ATP luminescence, 48 h | AID 686971;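 also: potency is read from the fitted curve at half-maximal effect; 0% = DMSO wells and -100% = cell-free medium wells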
#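 After a 2 h attachment period, IDH1KD HT-1080 cells took pin-transferred compound for 48 h at 37 °C; ATP-based luminescence after 10 min room-temperature reagent incubation reported viability.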
# HT1080-NT tox: kills 2HG-producing HT-1080-NT fibrosarcoma cells; AID 686970; HT-1080-NT fibrosarcoma viability, CellTiter-Glo ATP luminescence, 48 h; Potency, µM (highest dose often 46.1 µM), for the others: at the top dose activity, negative = less viability, most hits filed as cytotoxic; 360,000 tested, 1.6% active;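 also: NT is the 2HG producing partner of a matched IDH1 knockdown line; potency is read from the fitted curve at half-maximal effect; 0% = DMSO-treated cells and -100% = media-only wells without cells; nearly all actives have a fitted effect of over 55% in size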
#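 750 cells/well, RPMI + 5% FBS; 2 h settle, compound pin-transfer, 48 h at 37 degrees C. CellTiter-Glo 10 min RT, luminescence. Normalized to DMSO and media-only wells.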
# MCF10A rereplic: inducers of DNA re-replication in MCF 10A breast cells; MCF 10A DNA re-replication, Hoechst nuclear intensity, 48 h; Potency, µM (titrated, usually from 46.1 µM), without a hit: at the highest dose activity, positive = re-replication, actives largely listed as activators; 350,000 tested, 2.9% active; also: potency is read from the fitted curve at half-maximal effect; % of control where 0% means no effect; nearly all actives have a fitted effect of over 50% in size
# Starred values were filed as active, the others as inactive; i = inactive; ? = inconclusive; / = not tested or not shown; & = joins results of further samples; [ ] = dose if it differs, or a comment. Unless noted, calls follow the shape of the dose curve; as a rule, active = well fitted curve in the direction sought with a large enough effect; inconclusive = small, poorly fitted or top-dose-only effect, or another doubt; inactive = no such curve, though single readings can be large; an effect the other way counts as inactive or inconclusive.
1: Cc1ccc(F)c(S(=O)(=O)NC(=O)C2(C)CCN2C(=O)Cc2ccc(-c3ccccc3)cc2)c1 (stereo not given)
2: O=S(=O)(CCOc1ccccc1)c1nc2ccccc2[nH]1
3: O=C(COc1ccc2c3c(c(=O)oc2c1)CCCC3)NCCCN1CCCC1=O
4: COc1ccc(Cn2ccc3nc(C)c(C(=O)N4CCN(c5ccccc5F)CC4)cc3c2=O)cc1
5: C=CCc1c(C)nc(N2CCSCC2)[nH]c1=O
6: CC1CCCN(Cc2c(O)ccc3c(=O)c(-c4nc5ccccc5s4)c(N)oc23)C1 (stereo not given)
7: COCC(=O)Nc1ccc(OCc2ccccc2)cc1
8: CNC(=O)c1nnc(Cc2ccc(Cl)cc2)o1

assay / entry	1	2	3	4	5	6	7	8
ATXN2 expr inh	-4%	31%[activator]	-11%	0%	27%	-24%	73%[activator]	2%
SW480 rereplic	/	24%	1%	/	-14%[9.22 µM]	?	-5%	-9%
S2 tox	i	i	i	?	i	i	i	i
KB-V1 cytotox	5%	0%	20%	-2%	25%	?	-15%	0%
KB-3-1 tox	0%	?	5%	0%	6%	?	-1%	16%
IL-1B inflam inh	8	-26	?	/	14	-116*	4	5
HT1080 IDH1KD tx	0%	?	19%	/	12%	18µM*	1%	9%
HT1080-NT tox	-11%	?	2%	/	22%	?	0%	14%
MCF10A rereplic	/	5.8µM*	0%	/	0%	21µM*	10%	-3%

9: FC(F)Sc1nc2ccccc2[nH]1
10: COc1ccc(CC(=O)N2CCN(C(=O)c3ccco3)CC2)cc1
11: CCOc1ccccc1C(=O)NCC(=O)NC(C)c1ccc(-n2ccnc2)cc1 (stereo not given)
12: O=S(=O)(NCc1ccc(Cl)cc1)c1ccc(-c2cnc(C3CC3)o2)cc1
13: O=C(CC12CC3CC(CC(Br)(C3)C1)C2)Nc1nncs1
14: CCOc1ccccc1C(=O)Nc1nnc(SCC(=O)N2CCCC2)s1
15: COc1ccc2c3c(cccc13)C(=O)N(O)C2=O
16: O=C(COC(=O)/C=C/c1ccc(C(F)(F)F)cc1)NC1CCS(=O)(=O)C1 (stereo not given)

assay / entry	9	10	11	12	13	14	15	16
ATXN2 expr inh	-3%	5%	1%	-6%	21%	/	22%	-11%
SW480 rereplic	-7%	-24%	-117%[inhibitor]	/	-9%	/	?	?
S2 tox	i	i	i	i	i	i	i	i
KB-V1 cytotox	-30%	-20%	3%	4%	14%	-8%	?	-1%
KB-3-1 tox	0%	4%	6%	4%	0%	-1%	?	-1%
IL-1B inflam inh	/	21	-17	/	4	-2	-23	-1
HT1080 IDH1KD tx	-6%	0%	-3%	/	0%	0%	21µM*	17%
HT1080-NT tox	-7%	3%	8%	/	0%	-1%	?	3%
MCF10A rereplic	2%	0%	-10%	/	-7%	/	?	-7%

# Structural class: the entries above with a Cl atom (2)
8: CNC(=O)c1nnc(Cc2ccc(Cl)cc2)o1
12: O=S(=O)(NCc1ccc(Cl)cc1)c1ccc(-c2cnc(C3CC3)o2)cc1

assay / entry	8	12
ATXN2 expr inh	2%	-6%
SW480 rereplic	-9%	/
S2 tox	i	i
KB-V1 cytotox	0%	4%
KB-3-1 tox	16%	4%
IL-1B inflam inh	5	/
HT1080 IDH1KD tx	9%	/
HT1080-NT tox	14%	/
MCF10A rereplic	-3%	/

# Additional compounds
17: C[C@H](NC(=O)[C@@H]1CCCN1C(=O)[C@@H]1CCCN1C(=O)c1cccc2ccccc12)c1ccccc1
18: O=C(Nc1nnc(-c2ccccc2SCc2ccccc2F)s1)Nc1ccccc1F
19: CSc1cccc(NC(=O)COc2ccccc2)c1
20: COC(=O)c1ccc(NC(=O)Nc2ccc(F)cc2F)cc1
21: C=CCOc1ccc(CNn2cn[nH]c2=S)cc1OC
22: O=C(NCCn1cc(SCc2ccccc2F)c2ccccc21)c1c(F)cccc1F
23: COc1ccc(CNc2nc3c(-c4ccccc4)nnn3c3ccccc23)cc1
24: Cn1c(=O)c2[nH]c(-c3ccccc3Cl)c(O)c2n(C)c1=O

assay / entry	17	18	19	20	21	22	23	24
ATXN2 expr inh	-13%	?	26%	13%	5%	-14%	16%	-22%
SW480 rereplic	/	23%	-7%	3%	-3%	3%	/	-18%
S2 tox	?	i	i	i	i	?	i	i
KB-V1 cytotox	-3%	?	-5%	?	0%	4%	-8%	17%
KB-3-1 tox	15%	?	?	-18%	4%	-13%	2%	10%
IL-1B inflam inh	51	60	3	-53*	6	?	/	12
HT1080 IDH1KD tx	5%	-1%	7%	-2%	0%	-9%	/	-26%
HT1080-NT tox	-1%	-1%	15%	3%	10%	-14%	/	-6%
MCF10A rereplic	/	13%	?	-7%	-2%	10%	/	-2%

25: CC(=O)Nc1cccc(OCc2ccc(F)cc2)c1
26: C[C@@H]1CN([C@@H](C)CO)C(=O)c2cc(NC(=O)Nc3ccccc3)ccc2O[C@H]1CN(C)C(=O)Nc1cccc2ccccc12
27: Cc1ccccc1NC(=S)NC12CN3CN(CN(C3)C1)C2
28: CCCCN(C)CCCNC(=O)c1cc(-c2cccs2)nc2ccccc12
29: CCCCOc1ccc(Cn2c(=O)sc3ccccc32)cc1OC
30: c1ccc2[nH]c(CN3CCN(c4ncnc5c4oc4ccccc45)CC3)nc2c1
31: C/C(=N\NC(=O)C(=O)Nc1ccc(C)c(Cl)c1)c1ccncc1
32: Cc1cc(C(=O)NC2CCCc3c2cnn3-c2ccc(C)c(C)c2)n(C)n1 (stereo not given)

assay / entry	25	26	27	28	29	30	31	32
ATXN2 expr inh	-8%	-4%	-19%	?	0%	-7%	-4%	-26%
SW480 rereplic	0%	9%	1%	?	/	-3%	-5%	-2%
S2 tox	i	?	i	i	i	i	i	i
KB-V1 cytotox	-3%	1%	0%	0%	?	-6%	9%	?
KB-3-1 tox	9%	4%	3%	-18%	0%	-15%	3%	?
IL-1B inflam inh	21	-1	10	/	/	?	-4	-18
HT1080 IDH1KD tx	-13%	0%	4%	-18%	/	-29%	22%	?
HT1080-NT tox	-17%	15%	2%	?	/	?	25%	?
MCF10A rereplic	-1%	?	17%	?	/	-4%	-4%	3%

33: O=C1NC(=O)C(c2ccc(F)cc2)N1 (stereo not given)
34: Cc1cc(=O)n2nc(N3CCC(C(=O)NC(C)c4ccccc4)CC3)sc2n1 (stereo not given)
35: COCC1CCN(C(=O)c2ccc3oc(CCc4ccccc4)nc3c2)C1 (stereo not given)
36: O=C(CCc1ccc(S(=O)(=O)N2CCOCC2)cc1)N1CCCC1
37: COc1ccc(N2CCN(C(=O)CSc3nnc4c5cc(C)ccc5n(C)c4n3)CC2)cc1
38: COCCCNc1oc(-c2ccc(COc3ccc(Cl)cc3)o2)nc1C#N
39: COc1ccc(N(C(=O)c2snc(C(N)=O)c2N)C(C(=O)NCc2ccc(F)cc2)c2ccc(O)cc2)cc1 (stereo not given)
40: CCCCCCCCCCCC1=C(O)C(=O)C=C(O)C1=O

assay / entry	33	34	35	36	37	38	39	40
ATXN2 expr inh	7%	3%	/	6%	-13%	?	?	?
SW480 rereplic	-5%	-6%	/	-2%	-7%	/	?	-52%[inhibitor]
S2 tox	i	i	i	i	i	i	i	i
KB-V1 cytotox	8%	8%	?	-5%	-6%	-30%	15%	-15%&9%
KB-3-1 tox	10%	0%	?	0%	12%	-22%	?	?
IL-1B inflam inh	8	23	23	8	27	/	-88*	-21
HT1080 IDH1KD tx	5%	-1%	1%	-1%	6%	/	?	-2%
HT1080-NT tox	10%	-1%	-1%	2%	3%	/	-26%	-7%
MCF10A rereplic	-1%	0%	/	11%	-3%	/	-47%[inhibitor]	-15%

41: O=C(COC(=O)c1ccc(Cl)c(S(=O)(=O)N2CCc3ccccc3C2)c1)Nc1ncc(Cl)cc1Cl
42: COc1ccc(-c2nnc(SC(C)C(=O)NC3CC3)o2)cc1 (stereo not given)
43: COc1ccc(OC)c(-n2c(=S)[nH]c3cc(C(=O)N4CCN(c5ccccc5)CC4)ccc3c2=O)c1
44: COc1ccc(CCNC(=O)CSc2nc3[nH]ncc3c(=O)n2-c2cccc(C(F)(F)F)c2)cc1OC
45: O=C(CSc1n[nH]c(-c2cccnc2)n1)Nc1ccc([N+](=O)[O-])cc1Br
46: N#Cc1cccc(NC(=O)COC(=O)C2CCC2)c1
47: Cc1ccc(CNc2nc(-c3ccco3)nn2S(=O)(=O)c2ccc3ccccc3c2)cc1
48: CN1C(=O)C2(C(C#N)=C(N)Oc3n[nH]c(-c4ccc(Cl)cc4)c32)c2ccccc21 (stereo not given)

assay / entry	41	42	43	44	45	46	47	48
ATXN2 expr inh	1%	3%	-7%	-31%	-24%	0%	17%	-14%
SW480 rereplic	-4%	-3%	-5%	8%	-4%	-347%[inhibitor]	/	0%
S2 tox	i	i	i	i	?	i	i	i
KB-V1 cytotox	-14%	-1%	-20%	0%	?	17%	?	-2%
KB-3-1 tox	2%	2%	0%	7%	1%	-3%	-2%	-2%
IL-1B inflam inh	8	-6	21	0	19	19	/	-24
HT1080 IDH1KD tx	18%	-2%	18%	-2%	-18%	4%	/	-3%
HT1080-NT tox	6%	-3%	13%	4%	-26%	2%	/	-18%
MCF10A rereplic	-63%[inhibitor]	11%	-1%	?	7%	-18%	/	2%

49: CC(C)OCCCn1c(=O)c2ccccc2n2c(-c3ccccc3F)nnc12
50: Cc1c(NC(=O)c2cc(C(C)C)on2)c(=O)n(-c2ccccc2)n1C
51: Cc1ccc(-c2cc3onc(-c4ccccc4)c3c(=O)n2C)cc1
52: CCN1CNC(=S)N(c2cc(C)ccc2C)C1

assay / entry	49	50	51	52
ATXN2 expr inh	117%[activator]	-2%	15%	-10%
SW480 rereplic	/	-8%	-11%	-2%
S2 tox	i	i	i	i
KB-V1 cytotox	0%	0%	?	-2%
KB-3-1 tox	-10%	0%	?	4%
IL-1B inflam inh	/	4	27	-11
HT1080 IDH1KD tx	/	?	12%	?
HT1080-NT tox	/	2%[9.24 µM]	16%	0%
MCF10A rereplic	/	2%	-17%	1%
